ZTA DNA inh – blocks Epstein-Barr virus ZTA, an EBNA-1 counter-screen. ZTA-DNA binding, fluorescence polarization. 320,000 tested, 0.15% active. inhibition, % at 11 µM. P03206; in the data active = inhibition above about 33%
AHR act – human AHR activation | 320,000 tested, 2.5% active | AHR-responsive luciferase reporter cells, luminescence | activation, % at 5 µM; in the data active = activation above about 47%;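 also: 0% = vehicle wells and 100% = reference agonist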
MEP2 TOR yeast – modulators of TOR pathway MEP2-GFP in S. cerevisiae; GFP response vs DMSO, % at 10 µM; 330,000 tested, 0.51% active; S. cerevisiae MEP2-GFP strain, flow cytometry GFP, 3 h; 100% = DMSO control level; AID 2016;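 active = GFP response versus DMSO above a set limit, roughly screen mean plus 3 SD, cut at about 180% in these data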;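 also: median GFP fluorescence of the barcode-gated MEP2-GFP cells per well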
LAP4-GFP MLPCN – yeast TOR pathway LAP4-GFP modulation. GFP response vs DMSO, % at 10 µM. S. cerevisiae LAP4-GFP multiplex, flow cytometry GFP, 3 h; median GFP as percent of DMSO wells. AID 2023. 320,000 tested, 0.34% active;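 active = GFP response vs DMSO above a set limit, about the screen mean plus 3 SD, cut at about 150% in these data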
RPL19A TOR yeast – alters RPL19A-GFP fluorescence in TOR pathway yeast screen; S. cerevisiae RPL19A-GFP strain, flow cytometry, 3 h; stronger effect = lower value; percent response vs DMSO, % at 10 µM; 330,000 tested, 0.3% active; AID 2025;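 active = percent response vs DMSO below 50%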;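 also: median channel GFP fluorescence of the barcoded RPL19A-GFP strain; ratio of sample median GFP to plate DMSO average so 100% = DMSO; lower means less RPL19A-GFP as with rapamycin TOR inhibition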
EBNA-1 inh – blocks EBNA-1 binding to DNA; inhibition, % at 14.8 µM; 300,000 tested, 0.34% active; EBNA-1 DNA binding, fluorescence polarization; AID 1950; in the data active = inhibition above about 28%
procasp3 activ – activators of human procaspase-3; AID 463141; 330,000 tested, 0.11% active; P42574; recombinant procaspase-3 D3A, Ac-DEVD-pNA absorbance 405 nm; activation, % at 8.5 µM;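 active = activation above the mean of all tested compounds plus 3 SD, cut at about 21% in these data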;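 also: 0% = DMSO alone and 100% = DMSO wells spiked with extra 5 µM PC-3 D3A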
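Assay system – Procaspase-3 D3A mutant, all three cleavage aspartates alanine · Controls – DMSO-only low control, 5 µM PC-3 D3A high control · Schedule – 1 h compound preincubation, 2 h substrate hydrolysis at 25 °C · Signal – 405 nm absorbance of p-nitroaniline, reads at 0 and 120 min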
procasp7 counter – counter-screen for procaspase-3 activators: activators of human procaspase-7; P55210; recombinant procaspase-7, Ac-DEVD-pNA absorbance 405 nm; D23A/D198A/D206A triple mutant, cannot self-cleave; scale: DMSO 0, 5 µM enzyme 100; activation, % at 8.5 µM; 330,000 tested, 0.093% active;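 active = percent activation above the screen-wide mean plus 3 SD, cut at about 25% in these data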
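System: Procaspase-7 triple mutant (PC-7 D3A); measure: % activation from two-timepoint absorbance difference, scaled to controls; times: 1 h compound preincubation, 2 h substrate cleavage, 25 °C; also added: Ac-DEVD-pNA substrate, 400 µM as added; measured by: Epi-absorbance of released pNA at 405 nm, two timepoints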
* marks the source's active call; other numbers are inactive results; . = no result given. Rows were taken by chance; about 3.8% have a hit in one of these screens.

The line under a structure holds: ZTA DNA inh	AHR act	MEP2 TOR yeast	LAP4-GFP MLPCN	RPL19A TOR yeast	EBNA-1 inh	procasp3 activ	procasp7 counter
CCOC(=O)CNC(=O)CSc1nnc(-c2cccc(C)c2)n1-c1ccc(OC)cc1
    10	-1	112	109	107	-3	5	14
CCCCNC(=O)c1c(O)c2cccc3c2n(c1=O)CCC3
    4	20	91	86	90	-11	2	3
O=C(CNC(=O)c1cccs1)OCC(=O)c1ccc2ccccc2c1
    6	6	90	99	94	-10	-1	-3
O=C(O)CC1(CC(=O)Nc2ccc3c(c2)C(=O)OC3)CCCCC1
    1	0	102	112	99	12	-2	-3
Cc1cccc(Oc2ccc(C(=O)NC3CCSC3=O)cn2)c1C (stereo unspecified)
    2	-4	104	99	100	-1	-17	7
Cc1nc(Sc2ccccc2)c(C#N)c(C)c1[N+](=O)[O-]
    4	1	116	89	99	-5	11	10
O=c1[nH]cccc1-c1nc2cc(Cl)ccc2n1Cc1ccccc1
    13	1	111	101	111	0	2	6
CCOC(=O)[C@H]1[C@H]2COc3cc(OC)ccc3[C@@H]2N2C(=O)c3cc(OC)ccc3NC(=O)[C@@]12C
    2	-3	103	104	100	5	-3	1
CCN(CC(=O)Nc1c(F)cccc1F)C(=O)c1ccc(C#N)cc1
    -25	2	101	97	105	-13	-11	-3
Cc1cccc(/C=C2/C(=O)/C(=C/c3ccccc3C)C3CCC2N3C)c1 (stereo unspecified)
    8	-2	103	99	103	2	-2	-1
CCN(CC)c1ccc(/C=N/NC(=O)OC(C)(C)C)cc1
    -5	36	94	107	99	1	-3	-4
COc1ccc(CN2C(=O)C3C4C=CC(C4)C3C2=O)cc1 (stereo unspecified)
    13	3	103	101	96	0	-1	2
Cc1cc(NC(=O)Cc2ccccc2)ccc1NC(=O)c1cccs1
    -12	-5	96	100	100	-12	0	-1
Cn1c(=O)oc2cc(S(=O)(=O)NCC3CCCO3)ccc21 (stereo unspecified)
    -19	-3	98	96	95	-7	1	-2
CCCn1cnc2scc(-c3ccc(C)c(C)c3)c2c1=O
    1	23	109	102	106	1	9	7
O=S(=O)(Nc1ncnc2sc3c(c12)CCC3)c1cc(F)ccc1F
    3	27	96	97	96	-4	0	-1
CCN(C(=O)CCCCC(=O)N(CC)c1ccccc1)c1ccccc1
    0	2	83	83	82	-5	-1	3
O=C(c1ccco1)N1CCC(c2nc3c(nnn3Cc3c(Cl)cccc3Cl)c(=O)[nH]2)CC1
    15	1	87	99	92	-9	-4	-8
COc1cccc(CNC(=O)c2cccc(Br)c2)c1
    4	4	107	106	110	4	-4	-1
O=C(O)CCC(=NNC(=O)c1cccc(S(=O)(=O)N2CCCCC2)c1)c1ccccc1
    .	5	103	97	101	.	3	6

Exported as labelled records: entries from further up.
SMILES: O=S(=O)(Nc1ncnc2sc3c(c12)CCC3)c1cc(F)ccc1F
- ZTA DNA inh: 3
- AHR act: 27
- MEP2 TOR yeast: 96
- LAP4-GFP MLPCN: 97
- RPL19A TOR yeast: 96
- EBNA-1 inh: -4
- procasp3 activ: 0
- procasp7 counter: -1

SMILES: CCN(C(=O)CCCCC(=O)N(CC)c1ccccc1)c1ccccc1
- ZTA DNA inh: 0
- AHR act: 2
- MEP2 TOR yeast: 83
- LAP4-GFP MLPCN: 83
- RPL19A TOR yeast: 82
- EBNA-1 inh: -5
- procasp3 activ: -1
- procasp7 counter: 3

Next structures:
The line under a structure holds: ZTA DNA inh	AHR act	MEP2 TOR yeast	LAP4-GFP MLPCN	RPL19A TOR yeast	EBNA-1 inh	procasp3 activ	procasp7 counter
CCOc1ccc(-c2nnc(SCC(=O)NC(C)(C)C)nc2-c2ccc(OCC)c(OC)c2)cc1OC
    7	0	111	105	107	9	-4	2
O=C(CON=C1c2ccccc2-c2ccccc21)NC12CC3CC(CC(C3)C1)C2
    7	0	93	87	101	11	-16	0
O=c1c2c(nc3c(-c4cccc(Br)c4)c[nH]n13)CCCC2
    9	11	99	94	103	-6	-2	2
COc1ccc(OCC(=O)NCc2n[nH]c(=O)c3ccccc23)cc1
    -11	8	95	113	95	4	3	6
Cc1ccc(NC(=S)NN2CCN(C)CC2)cc1
    -25	4	105	96	101	-8	1	3
CCC1S/C(=N/N=C/c2ccco2)N(Cc2ccccc2C)C1=O (stereo unspecified)
    -3	1	93	105	92	2	-9	8
O=C(O)CCN=C1CCCc2ccccc2N1
    9	1	99	99	100	-13	-1	4
Cn1nccc1C(=O)Nc1ccccc1C(=O)O
    0	1	92	95	97	-11	7	12
COc1ccc2c(n1)Sc1nc3ccccc3nc1N2
    2	64*	115	115	68	-2	6	0
Cc1ccc(CNC(=O)c2ccc3c(=O)n(CC4CCCO4)c(=S)[nH]c3c2)cc1 (stereo unspecified)
    7	-1	104	101	.	-1	2	1
COc1ccc(N2C(=O)CN=C2Nc2nc(C)cc(C)n2)cc1OC
    0	6	104	104	106	-11	0	8
CC(C)(C)NC(=O)c1c(F)c(F)c(F)c(F)c1F
    -10	-1	90	88	102	2	-1	4
CCOc1ccc(OCC)c(NC(=O)CN2CCN(C(=O)c3ccco3)CC2)c1
    12	1	99	103	97	-5	4	6
COc1ccc(/C=C/C(=O)Nc2cc(=O)n(C)c(=O)n2C)cc1
    11	47*	102	96	102	-2	-4	-7
CC(C)c1ccc(C2c3[nH]c4ccccc4c3C[C@H]3C(=O)N(c4ccccc4C(=O)N4CCC[C@H]4C(=O)O)C(=O)N23)cc1 (stereo partly specified)
    24	11	98	99	96	-1	4	11
O=C(NC(=S)Nc1cc([N+](=O)[O-])ccc1O)c1ccc2c(c1)OCO2
    0	71*	106	70	116	-1	-10	-14
O=[n+]1c2c(n([O-])c3c1CCC3)CCCC2
    6	0	95	92	97	5	3	12
O=C(Nc1ccc(Br)cc1)C1C2C=CC3(O2)C1C(=O)N(CCN1CCCCC1)C3C(=O)NC1CCCCC1 (stereo unspecified)
    14	0	126	90	82	7	1	8
COc1ccc(-c2[nH]nc3c2C(c2ccoc2)C(C#N)=C(N)O3)cc1 (stereo unspecified)
    -3	7	94	96	90	-1	2	-3
Cc1ccc(NC(=O)CSc2ncccc2C(=O)Oc2cccc([N+](=O)[O-])c2)cc1Cl
    -1	25	90	102	93	-6	0	2

8 successive entries from above:
The line under a structure holds: ZTA DNA inh	AHR act	MEP2 TOR yeast	LAP4-GFP MLPCN	RPL19A TOR yeast	EBNA-1 inh	procasp3 activ	procasp7 counter
CCOc1ccc(-c2nnc(SCC(=O)NC(C)(C)C)nc2-c2ccc(OCC)c(OC)c2)cc1OC
    7	0	111	105	107	9	-4	2
O=C(CON=C1c2ccccc2-c2ccccc21)NC12CC3CC(CC(C3)C1)C2
    7	0	93	87	101	11	-16	0
O=c1c2c(nc3c(-c4cccc(Br)c4)c[nH]n13)CCCC2
    9	11	99	94	103	-6	-2	2
COc1ccc(OCC(=O)NCc2n[nH]c(=O)c3ccccc23)cc1
    -11	8	95	113	95	4	3	6
Cc1ccc(NC(=S)NN2CCN(C)CC2)cc1
    -25	4	105	96	101	-8	1	3
CCC1S/C(=N/N=C/c2ccco2)N(Cc2ccccc2C)C1=O (stereo unspecified)
    -3	1	93	105	92	2	-9	8
O=C(O)CCN=C1CCCc2ccccc2N1
    9	1	99	99	100	-13	-1	4
Cn1nccc1C(=O)Nc1ccccc1C(=O)O
    0	1	92	95	97	-11	7	12

More results.
The line under a structure holds: ZTA DNA inh	AHR act	MEP2 TOR yeast	LAP4-GFP MLPCN	RPL19A TOR yeast	EBNA-1 inh	procasp3 activ	procasp7 counter
CC1(C)CC(=O)C=C(NCC(=O)O)C1
    -15	0	101	98	97	5	-3	-1
COc1cc(C(=O)NCC(=O)OCC(=O)c2cccc3ccccc23)cc(OC)c1OC
    1	12	97	79	101	-7	4	0
Nc1c(C(=O)NCCN2CCOCC2)c2nc3ccccc3nc2n1-c1cccc(F)c1
    -3	7	94	88	106	-8	-12	-4
O=C(CC1C(=O)NCCN1Cc1ccccc1)NCCCOc1cccnc1 (stereo unspecified)
    3	-8	99	96	101	-2	-3	3
NC(=O)C1(C(N)=O)OC1c1ccc(Cl)c(Cl)c1 (stereo unspecified)
    -6	0	99	108	98	2	7	11
CCOCCCNC(=O)CCNC(=O)c1cc(OC)c(OC)c(OC)c1
    1	-1	104	102	100	2	0	3
COc1cccc(CNS(=O)(=O)/C=C/c2ccc(OC)c(OC)c2)c1
    2	1	101	115	97	0	-6	-5
Cc1cccc(NS(=O)(=O)c2ccc(C(=O)NCC(C)(C)N3CCOCC3)cc2)c1C
    -9	2	104	103	100	-1	5	-1
Cc1ccc(/C=C2/NC(=O)N(Cc3ccccc3)C2=O)s1
    -4	11	111	110	103	16	-3	2
C/C=C/c1ccc(OCCOc2ccc(C=O)cc2OC)c(OC)c1
    5	14	104	96	100	-6	1	1
CCOC(=O)c1ccc(NC(=O)CN(c2ccc(C)cc2)S(=O)(=O)c2c(C)n[nH]c2C)cc1
    8	6	102	106	106	-7	-11	-5
Cc1ccc(-c2nc(SCC(=O)NCC3CCCO3)c(-c3ccccc3)[nH]2)cc1 (stereo unspecified)
    -15	70*	96	98	96	2	4	-7
Cc1ccc(OCC(=O)NCc2ccccn2)cc1
    -12	6	101	111	101	-1	4	0
Cc1cc(NC(=O)CSc2nc(CC(C)(C)C)nc3c2c(=O)n(C)c(=O)n3C)no1
    20	1	107	120	105	-9	-4	8
CCN(CC)CCCN(C(=O)c1ccccc1F)c1nc(-c2ccc(OC)cc2)cs1
    -1	3	108	95	105	0	0	-14
C[C@H](NC(=O)c1nc[nH]c1C(=O)N1CCN(c2ccccc2)CC1)c1ccccc1
    -6	1	96	110	101	.	1	-6
O=C(O)c1ccccc1-c1ccccc1C(=O)NCc1ccco1
    -8	-2	108	97	96	-18	0	-7
Cc1ccc(S(=O)(=O)N(C)CC(=O)N2CC(C)OC(C)C2)cc1 (stereo unspecified)
    4	-2	94	102	100	0	11	8
CCOc1ccc(NC(=O)CCC(=O)N/N=C/c2ccc([N+](=O)[O-])s2)cc1
    7	13	97	90	106	-3	-4	5
NC(=O)C1(N2CCCCC2)CCN(C(=S)Nc2ccc(F)c(Cl)c2)CC1
    -18	5	93	93	97	-12	1	-8
